High-throughput results (PubChem BioAssay)
ssDAF-12 act: S. stercoralis DAF-12 activation, primary screen; HEK293 ssDAF-12/GRIP1 lit1-tk-luc reporter, luminescence; % of 3 µM dafachronic acid response; activation, % at 6.8 µM; actives 1% (n = 370,000);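 active means activation above the mean over all tested compounds plus 3 SD, cut at about 0.9% in these data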;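 further: 0% = DMSO-only wells and 100% = 3 µM delta7-dafachronic acid wells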
hcDAF-12 act: activates DAF-12 receptor from parasite H. contortus. HEK293 hcDAF-12 lit1-tk-luc reporter, luminescence; 0% DMSO, 100% Δ7-dafachronic acid. activation, % at 6.8 µM. actives 1.4% (n = 370,000);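 active means activation above the mean of all tested compounds plus 3 SD, cut at about 5.5% in these data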;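 further: 100% = response to 3 µM Δ7-dafachronic acid high control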
DAX1 inh-1: inhibits human nuclear receptor DAX1; P51843; HEK293 Gal4-DAX1 luciferase reporter, luminescence; inhibition, % at 6.75 µM; actives 0.99% (n = 340,000); AID 504766;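 active means inhibition above the mean over all tested compounds plus 3 SD, cut at about 4.2% in these data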;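 further: 0% = DAX1-transfected cells with DMSO and 100% = empty-vector control cells with DMSO; inhibition shows as a rise in luminescence from relieved DAX1 repression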
FXN GAA850 act: increases GAA850 frataxin promoter reporter activity; HEK293 lucGAA850 FXN promoter luciferase reporter, 24 h; percent of 10 µM SAHA response; activation, % at 6 µM; actives 0.56% (n = 360,000); AID 540364;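 active means activation above the average of all compounds screened plus 3 SD, cutoff fixed separately per campaign, cut at about 7.5% in these data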;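 further: 0% = DMSO wells and 100% = 10 µM SAHA wells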
GC-A act: GC-A (human) enzyme activation; P16066; actives 0.14% (n = 370,000); HEK293 GC-A cells, cGMP TR-FRET, EC30 ANP; 0% at EC30 ANP, 100% saturating ANP; activation, % at 10 µM; in the data active means activation above about 40%
SMARCA2 activ: increases SMARCA2 function in MMTV reporter cells; MG213 cells, MMTV-luciferase reporter, dexamethasone, overnight; activation, % at 9.1 µM; actives 1% (n = 370,000); AID 652017; in the data active means activation above about 7.8%;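 further: 0% = vehicle wells and 100% = reference activator wells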
DAX1 inh-2: inhibitors of DAX1 repression of SF-1 activated StAR promoter | HEK293T StAR-luciferase reporter, SF-1/DAX-1 repression relief | inhibition, % at 6.8 µM | actives 1.1% (n = 370,000) | AID 652010;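 active means inhibition above the mean over all tested compounds plus 3 SD, cut at about 3.6% in these data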;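 further: 0% = DAX-1 cells with DMSO and 100% = cells lacking DAX-1 with DMSO; higher inhibition means more luminescence from relief of DAX-1 repression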
KLK7 zymogen act: activates the human kallikrein-7 zymogen; activation, % at 7 µM; purified proKLK7, EDANS-DABCYL substrate fluorescence; 100% is mature enzyme control, 0% vehicle; AID 652039; actives 0.9% (n = 370,000); P49862;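 active means activation above the mean of all tested compounds plus 3 SD, computed per campaign excluding outliers beyond control limits, cut at about 13% in these data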
HGIII-sPLA2 inh: Blocks human group III sPLA2 activity | Q9NZ20 | QFRET BODIPY PC-A2 liposome hydrolysis, fluorescence | inhibition, % at 12.2 µM | actives 0.56% (n = 370,000);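 active means inhibition above mean plus 3 SD of compounds lying within the high and low control bounds, cut at about 19% in these data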;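 further: 0% = median of test compound wells and 100% = no enzyme DMSO wells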
NPR2 activator: GC-B (human) receptor activation; activation, % at 10 µM; actives 0.11% (n = 370,000); HEK293-GC-B cells, CNP EC30, cGMP TR-FRET; 0% at EC30 CNP, 100% saturating CNP; P20594; AID 1920062;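 active means activation at 10 µM reaching about 35% in either raw or pattern-adjusted values, limit read from the data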
Target sequence (P20594 whole entry, looked up): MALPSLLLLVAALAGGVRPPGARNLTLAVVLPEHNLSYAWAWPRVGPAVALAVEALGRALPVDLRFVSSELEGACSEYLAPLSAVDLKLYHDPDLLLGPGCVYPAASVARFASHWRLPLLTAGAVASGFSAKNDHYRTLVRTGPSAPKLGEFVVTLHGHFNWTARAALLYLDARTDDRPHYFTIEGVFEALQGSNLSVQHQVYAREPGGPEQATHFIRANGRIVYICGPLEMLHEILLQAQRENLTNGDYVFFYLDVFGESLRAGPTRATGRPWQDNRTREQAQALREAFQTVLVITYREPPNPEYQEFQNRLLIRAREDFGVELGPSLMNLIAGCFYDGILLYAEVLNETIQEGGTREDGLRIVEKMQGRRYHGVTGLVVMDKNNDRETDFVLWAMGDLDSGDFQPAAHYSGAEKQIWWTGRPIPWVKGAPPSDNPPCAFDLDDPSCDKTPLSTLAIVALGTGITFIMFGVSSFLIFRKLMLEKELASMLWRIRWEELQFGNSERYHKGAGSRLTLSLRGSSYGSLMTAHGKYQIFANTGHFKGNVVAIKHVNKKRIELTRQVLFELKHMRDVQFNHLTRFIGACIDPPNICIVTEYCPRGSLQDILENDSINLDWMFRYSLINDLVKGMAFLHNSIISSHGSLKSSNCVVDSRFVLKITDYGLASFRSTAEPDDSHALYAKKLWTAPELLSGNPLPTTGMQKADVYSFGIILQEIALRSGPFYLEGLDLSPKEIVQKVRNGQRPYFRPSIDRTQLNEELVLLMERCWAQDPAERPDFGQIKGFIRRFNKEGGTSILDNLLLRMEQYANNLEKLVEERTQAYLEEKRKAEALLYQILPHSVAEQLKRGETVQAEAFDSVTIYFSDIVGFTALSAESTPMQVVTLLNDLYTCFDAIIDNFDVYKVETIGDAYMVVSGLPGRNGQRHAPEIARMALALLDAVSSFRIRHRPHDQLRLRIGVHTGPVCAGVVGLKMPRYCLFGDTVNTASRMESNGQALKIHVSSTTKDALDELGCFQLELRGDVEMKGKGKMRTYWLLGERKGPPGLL
hgDAF12 agonist: agonists of H. glycines DAF-12 nuclear receptor; HEK293 GAL4-hgDAF12 UAS-luciferase reporter, agonist luminescence; normalized to butyrate control; actives 1.8% (n = 370,000); activation, % at 6.8 µM;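 active means activation above a cutoff set at the mean of all screened compounds plus 3 SD, cut at about 10% in these data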;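 further: 0% = DMSO wells and 100% = sodium butyrate wells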
* hit, by the source's call; . = not tested or not shown. Rows are unselected; about 6.7% have a hit in one of these screens.

SMILES	ssDAF-12 act	hcDAF-12 act	DAX1 inh-1	FXN GAA850 act	GC-A act	SMARCA2 activ	DAX1 inh-2	KLK7 zymogen act	HGIII-sPLA2 inh	NPR2 activator	hgDAF12 agonist
OC(CNCc1ccccc1)c1ccccc1 (stereo not given)	-1.1	-1.3	4.5*	1.6	-15	-3	-0.1	-0.8	6	-12	4.1
CC(=O)Oc1ccc2c(c1)cc(C)n2C	-1.0	-0.2	0.1	0.0	2	-4	0.0	0.1	-2	-5	-0.8
Brc1cccc(CN2CCN(c3ncc(Cc4ccccc4)cn3)CC2)n1	-1.4	-2.2	.	.	3	-4	-2.9	0.3	-1	2	-1.7
COc1ccc(CC2(CO)CCN(S(=O)(=O)N(C)C)CC2)cc1	-1.1	-0.2	0.8	2.1	-4	-3	-0.5	0.2	-6	0	-0.5
CCOc1ccccc1NC(=O)CN(c1cc(C)cc(C)c1)S(=O)(=O)c1c(C)noc1C	-1.2	0.1	2.4	-2.0	-10	-1	-0.3	0.5	-1	-2	0.6
CCn1c(SCc2ccc(Cl)cc2)nc2nc3c(cc2c1=O)CCCC3	-1.3	-2.6	-1.0	0.1	-5	-1	-0.4	0.1	4	-8	-3.0
O=C1C2CC=CCC2C(=O)N1c1nccs1 (stereo not given)	-0.5	0.5	0.8	3.1	0	-4	1.2	0.5	5	-1	0.3
CC(=O)OC[C@H]1O[C@@H](n2ccc(=O)[nH]c2=S)C(OC(C)=O)C1OC(C)=O (stereo not given in full)	-1.3	-1.1	2.4	-0.4	-1	-4	-0.4	-0.6	-8	-3	3.1
Cc1nc(NCc2ccc(S(N)(=O)=O)cc2)c2c(C)c(C)sc2n1	-0.7	0.5	-1.5	1.8	11	-5	0.3	0.0	9	8	-1.4
Cc1ccc(S(=O)(=O)N/N=C\c2ccc([N+](=O)[O-])o2)cc1C	-0.2	0.7	0.0	0.5	-1	-2	-2.0	0.1	-1	4	0.3
CCc1cc(C(=O)c2ccc(OC)cc2)c(NC(=O)CN2CCCC2)s1	-1.5	-0.7	1.0	3.2	4	-7	0.1	0.2	11	1	-1.2
CCCc1cc(=O)oc2cc(C)cc(OCC(=O)Nc3ccccn3)c12	-1.6	-0.1	0.2	-1.1	-25	0	-1.0	1.3	-3	-10	1.8
CC(=O)Nc1cccc(OCCCOc2ccc([N+](=O)[O-])cc2)c1	0.4	-1.0	1.1	1.1	0	5	-0.1	-0.3	-1	-6	-1.9
COc1ccccc1N1CCN(C(=O)CSc2nnc(C)n2C2CC2)CC1	-1.4	-1.5	-0.7	0.6	2	-4	2.0	0.2	18	7	-0.8
O=C(O)Cn1cnc2c(=S)nc[nH]c21	-0.9	-2.2	2.1	-1.0	-1	4	0.0	-0.2	2	7	2.1
O=C(Nc1ccc(C(=O)O)cc1)/C(=C\c1ccccc1)NC(=O)c1ccco1	-0.7	0.4	-0.8	3.2	2	-4	-0.1	0.3	-2	-1	0.1
CC1CCCCC12NC(=O)N(CC(=O)Nc1cccnc1)C2=O (stereo not given)	-1.0	1.1	3.0	0.0	-2	0	-0.1	-0.1	0	0	-0.1
Cc1ccc(-c2csc3nc(CN(C)Cc4ccccc4)[nH]c(=O)c23)cc1	-1.0	-2.2	0.3	-1.0	-1	-2	-1.5	-1.4	-4	-3	0.5
O=C(OCCNc1ncc(C(F)(F)F)cc1Cl)c1ccc(S(=O)(=O)N2CCOCC2)cc1	-1.1	-0.1	3.1	0.5	-3	-1	0.2	0.2	-8	2	-0.2
CN(C(=O)c1ccc2c(c1)C(=O)N(CCC1=CCCCC1)C2=O)C1CCCCC1	-0.4	0.2	0.6	1.3	2	1	-0.2	0.2	-8	4	-0.1
Cn1c(=O)c2c(nc(Sc3ncnn3CC(=O)NC(C)(C)C)n2C)n(C)c1=O	-1.6	-0.5	1.4	0.8	0	-2	0.1	0.7	5	-3	2.1
Cn1cnnc1SCc1cccc(Br)c1	-1.1	-0.3	1.8	1.3	4	3	1.1	-0.6	-2	3	0.1
O=C(CNS(=O)(=O)c1ccccc1)N1CCc2ccccc2C1	-0.6	2.2	1.2	3.5	1	1	0.4	-0.5	-4	1	3.6
Cc1ccc(S(=O)(=O)N2CCN(C(=O)C3COc4ccccc4O3)CC2)cc1C (stereo not given)	-1.8	-1.7	-1.1	-1.9	0	-2	-0.1	-0.1	-9	-1	-0.3
O=C(c1ccc(Br)o1)N1CCN(Cc2ccc3c(c2)OCO3)CC1	0.2	-1.0	-0.3	-0.8	-4	-3	-0.8	0.7	-2	-1	-0.7
SMILES	ssDAF-12 act	hcDAF-12 act	DAX1 inh-1	FXN GAA850 act	GC-A act	SMARCA2 activ	DAX1 inh-2	KLK7 zymogen act	HGIII-sPLA2 inh	NPR2 activator	hgDAF12 agonist
C[C@H](CO)N1C[C@H](C)[C@H](CN(C)S(=O)(=O)c2cccc(C#N)c2)OCc2cnnn2CCCC1=O	-0.8	2.0	2.3	1.4	1	-4	0.4	-0.3	13	2	0.3
CC(C)CN(Cc1c(O)ccc2c3c(c(=O)oc12)CCC3)CC(C)C	-1.9	-1.4	-0.3	-0.3	2	-1	-0.1	-5.4	2	2	2.3
Cc1cc(C)c2nc(Cl)c(CN(Cc3ccco3)C(=O)Nc3ccccc3C)cc2c1	-2.0	-0.3	1.8	-3.2	-8	3	0.2	-0.2	8	-6	0.4
O=C(O)c1ccccc1C(=O)Nc1c(-c2ccccc2)nc2ccccn12	-0.7	-1.4	0.3	3.4	2	-1	0.4	-3.1	18	4	1.0
O=C(Cc1ccccc1F)N1CCN(S(=O)(=O)c2ccc(Cl)cc2)CC1	-0.8	-1.1	0.8	-2.5	2	0	0.5	-0.1	-4	3	4.1
CC(=O)Nc1nnc(SCC(=O)NCc2ccc3c(c2)OCO3)s1	-1.1	-1.0	0.7	2.1	1	2	0.2	-0.5	1	4	-1.6
CCOC(=O)c1oc2ccccc2c1NC(=O)C(C)(C)C	-1.3	0.9	0.4	1.4	1	4	0.1	-0.7	-3	4	0.1
CC(=O)c1cccc(NC(=O)/C(=C\c2cccnc2)NC(=O)c2ccc(C)cc2)c1	-1.2	0.3	1.4	-0.1	1	-2	-0.4	-0.3	1	2	1.2
CCC(C)C(=O)Nc1nc(C)c(-c2csc(Nc3cc(Cl)ccc3OC)n2)s1 (stereo not given)	-1.6	-1.2	-0.7	0.7	-1	3	-0.3	-0.6	0	3	0.8
CC1CCCCN1S(=O)(=O)c1ccc2c(c1)CCN2C(=O)C1CC1 (stereo not given)	-1.1	0.3	-0.2	3.7	-1	-3	0.1	0.3	0	8	-2.5
COc1ccc(CNC(=O)CCNS(=O)(=O)c2ccc3[nH]c(=O)oc3c2)cc1	-0.2	-2.7	.	.	4	-2	-0.1	0.9	-1	5	5.1
CCOc1cccc2sc(N(CCN(C)C)C(=O)c3ccc4c(c3)OCCO4)nc12	-1.1	-1.5	0.6	-0.5	-12	-2	1.5	0.7	-9	-6	-0.4
COc1ccccc1/C=C/C(=O)OCC(=O)NNC(=O)c1ccccc1	-0.6	0.6	-1.4	-3.8	6	0	-0.1	4.7	-4	-2	1.7
CCN(Cc1cnn(C)c1)C(=O)c1cc(COc2cc(C)c(Cl)c(C)c2)on1	-0.7	-2.0	0.0	0.4	-2	-2	1.2	-0.2	-12	-1	0.9
CS(=O)(=O)N1CCN(c2ccccc2NC(=O)CSc2ccc(Cl)cc2)CC1	-1.2	-2.4	-0.9	-1.6	-13	0	-0.8	0.3	-19	-12	-3.2
COc1ccccc1NCC(=O)NNC(C)C(=O)Nc1cccc(Cl)c1 (stereo not given)	-1.2	0.1	-2.4	1.1	-8	-4	-1.6	0.2	1	-4	0.6
COc1ccc(/C=N\Nc2ccc([N+](=O)[O-])cc2)c(C(=O)O)c1OC	-1.1	0.2	1.5	2.4	1	1	1.7	-0.2	-1	2	0.0
Cc1cc(C)cc(NC(=O)C2CCN(S(=O)(=O)c3ccc4c(c3)NC(=O)C(C)S4)CC2)c1 (stereo not given)	-1.5	-2.4	-0.4	-0.4	-28	-3	-0.3	0.9	-39	-12	-2.5
O=C(Nc1ccc2c(c1)OCCO2)C1CC1c1ccccc1 (stereo not given)	-1.3	-0.2	0.8	0.1	-1	5	0.6	-0.3	-5	2	2.4
Cc1cccc(NC(=O)c2nc(-c3ccccc3)n(-c3ccccc3)n2)c1C	-1.0	-0.6	-0.5	0.5	-3	-2	0.7	1.1	0	5	0.8
CC1(C)CC(=O)C(C(=O)/C=C/c2ccco2)C(=O)C1	-1.2	-1.3	0.7	0.3	3	-1	-0.1	-0.1	-6	5	2.3
Cc1cc2nc(-c3ccc[nH]c3=O)[nH]c2cc1C	1.2*	7.6*	-5.0	-4.5	-20	3	2.6	68*	3	-15	15*
CCOC(=O)c1c(NC(=O)CSc2nc3ccccc3o2)sc(C)c1C	-1.4	-0.2	0.0	-1.8	-1	1	-0.4	0.3	-7	-1	2.2
CC(=O)Nc1ccc(S(=O)(=O)Nc2cccc(-c3nc4ccccc4o3)c2)cc1	-2.0	-1.6	-1.1	0.5	1	-4	-0.8	-1.2	-57	4	-3.5
Cc1cc(O)c(C(=O)Cc2csc(C)n2)c(O)c1	-1.2	-0.1	3.9	2.4	-1	3	1.6	0.5	0	0	8.4
SMILES	ssDAF-12 act	hcDAF-12 act	DAX1 inh-1	FXN GAA850 act	GC-A act	SMARCA2 activ	DAX1 inh-2	KLK7 zymogen act	HGIII-sPLA2 inh	NPR2 activator	hgDAF12 agonist
COCCn1cc(C(=O)NCCCN2CCC(C)CC2)c2c3ccccc3n(C)c2c1=O	-1.4	0.2	1.9	0.2	-5	-2	1.3	0.4	1	-12	0.1
CC(=O)N1N=C(c2ccc(NS(=O)(=O)c3ccccc3)cc2)CC1c1ccco1 (stereo not given)	-0.9	-1.0	-1.8	-4.0	-6	2	-3.8	-3.3	-10	-2	1.4
Cc1cc(C)nc(Nc2n[nH]c(C)n2)n1	-1.1	0.9	-0.6	0.6	3	-4	0.0	-0.2	13	2	-1.8
CC(=O)c1cccc(NC(=O)c2ccc(CN3CCc4ccccc4C3)cc2)c1	-2.3	-3.9	-2.8	1.0	4	-3	-1.7	0.2	-8	4	-5.0
O=C(CCSCCC(=O)Nc1ccccc1F)Nc1ccccc1F	-1.4	-0.3	0.7	-0.2	2	-1	-0.1	0.9	1	4	1.4
CC1CCCCN1CCCNc1ccc(C(CC(N)=O)NC(=O)Cc2cccc3ccccc23)cc1[N+](=O)[O-] (stereo not given)	-1.3	0.6	1.4	-0.8	0	-2	0.5	-0.5	-8	5	4.9
COc1ccc(CNc2oc(-c3cccc4ccccc34)nc2P(=O)(OC)OC)cc1	-1.7	-1.5	0.1	4.0	9	0	-0.6	-129	-11	-1	-3.0
NCCCCCc1nnc(SCc2cccc(Cl)c2)o1	-1.0	-1.9	-0.5	-5.0	-1	-8	0.8	-0.5	7	2	1.1
CCOc1ccc(C=Nc2cccc3ncccc23)cc1	0.2	9.2*	1.7	1.9	0	-2	-0.7	0.6	2	-10	-0.4
COc1ccc(OC)c(C2C3=C(CC(C)(C)CC3=O)Nc3nnnn32)c1 (stereo not given)	-1.0	-2.4	-0.2	-1.4	-2	1	-0.3	-2.8	1	-2	2.9
